GSTO1 inh: GSTO1 inhibition, counter-screen for RBBP9 inhibitors. inhibition, % at 5.96 µM. hit rate 1.1% among 300,000. P78417. AID 1974. recombinant GSTO1, activity-based probe fluorescence polarization;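 active = inhibition above the campaign mean inhibition plus 3 SD, cut at about 35% in these data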;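 note: 0% = GSTO1-1 with DMSO and 100% = wells lacking GSTO1-1 enzyme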
PAD4 inh: inhibitors of human PAD4 | hit rate 0.41% among 330,000 | Q9UM07 | inhibition, % at 6.36 µM | recombinant PAD4, RCA probe fluorescence polarization | AID 485272;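 active = percent inhibition above a cutoff equal to the mean of all tested compounds plus 3 SD, cut at about 15% in these data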;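 note: 0% = PAD4 with RCA probe and DMSO and 100% = probe without PAD4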
Fam108B counter: counter-screen for RBBP9 inhibitors: inhibitors of mouse Fam108B. recombinant Fam108B, FP-Rh probe fluorescence polarization. inhibition, % at 9.51 µM. hit rate 0.33% among 300,000;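 active = inhibition above the screen mean inhibition plus 3 SD, computed separately per campaign, cut at about 18% in these data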;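 note: inhibitors lower polarization as less probe binds the enzyme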
PAFAH1B3 FP inh: inhibitors of human PAFAH1B3 | recombinant PAFAH1B3, FP-rhodamine probe, fluorescence polarization | hit rate 0.28% among 340,000 | Q15102 | inhibition, % at 3.39 µM;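 active = inhibition above the screen-wide average of all tested compounds plus 3 SD, cut at about 25% in these data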;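 note: 0% = enzyme with DMSO only and 100% = wells lacking PAFAH1B3 protein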
LYPLA1 inh: LYPLA1 (human) inhibition in PME1 counter-screen; recombinant LYPLA1, FP-Rh probe fluorescence polarization; inhibition, % at 5.9 µM; hit rate 0.16% among 320,000; O75608;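 active = inhibition above the mean of all tested compounds plus 3 SD, set per campaign, cut at about 14% in these data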;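 note: inhibitors block serine hydrolase probe labeling of LYPLA1 so polarization falls; 0% = enzyme with DMSO and 100% = wells lacking LYPLA1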
Target sequence (O75608 whole entry, looked up): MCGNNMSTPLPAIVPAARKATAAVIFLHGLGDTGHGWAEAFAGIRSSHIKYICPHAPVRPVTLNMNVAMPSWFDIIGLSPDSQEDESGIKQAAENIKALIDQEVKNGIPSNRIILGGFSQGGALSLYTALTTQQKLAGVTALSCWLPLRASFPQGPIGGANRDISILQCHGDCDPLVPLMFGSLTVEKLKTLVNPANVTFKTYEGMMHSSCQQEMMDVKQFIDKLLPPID
PME-1 inh: blocks human protein phosphatase methylesterase 1 | Q9Y570 | recombinant PME-1, FP-Rh probe fluorescence polarization | inhibition, % at 5.9 µM | hit rate 0.53% among 320,000 | AID 2130;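 active = inhibition above the campaign mean of all compounds plus 3 SD, cut at about 26% in these data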;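 note: competitive labeling of PME-1 active site by serine hydrolase directed probe; 0% = PME-1 with DMSO and 100% = wells lacking PME-1 enzyme; inhibitors block probe labeling so polarization falls and inhibition rises; many of its hits are not listed in these tables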
Target sequence (Q9Y570 whole entry, looked up): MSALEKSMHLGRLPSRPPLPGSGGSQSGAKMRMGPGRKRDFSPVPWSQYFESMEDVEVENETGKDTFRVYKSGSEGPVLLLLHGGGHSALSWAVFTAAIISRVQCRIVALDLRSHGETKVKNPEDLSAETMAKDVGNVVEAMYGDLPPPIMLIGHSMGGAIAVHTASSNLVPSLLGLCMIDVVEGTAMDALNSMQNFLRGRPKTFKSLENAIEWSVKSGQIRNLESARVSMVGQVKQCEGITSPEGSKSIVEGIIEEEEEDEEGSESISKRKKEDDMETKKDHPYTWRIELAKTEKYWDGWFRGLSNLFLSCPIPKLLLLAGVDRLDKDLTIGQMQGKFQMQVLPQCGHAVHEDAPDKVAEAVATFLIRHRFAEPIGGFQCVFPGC
PAFAH2 inh: inhibitors of human PAFAH2 | recombinant PAFAH2, FP-rhodamine activity probe, fluorescence polarization | AID 492956 | Q99487 | hit rate 0.99% among 340,000 | inhibition, % at 3.39 µM;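 active = inhibition above the mean over all tested compounds plus 3 SD, cut at about 30% in these data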;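 note: inhibitors block probe labeling of enzyme so polarization drops; 0% = enzyme with DMSO and 100% = wells lacking PAFAH2 protein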
pPAFAH FP inh: pPAFAH (human) enzyme inhibition; Q13093; recombinant pPAFAH, FP-rhodamine probe fluorescence polarization; inhibition, % at 3.39 µM; hit rate 1.5% among 330,000;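 active = inhibition above the mean inhibition across the screen plus 3 SD, cut at about 25% in these data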;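 note: inhibitors block binding of the rhodamine activity-based probe so polarization drops; 0% = enzyme with DMSO and 100% = wells lacking pPAFAH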
Target sequence (Q13093 whole entry, looked up): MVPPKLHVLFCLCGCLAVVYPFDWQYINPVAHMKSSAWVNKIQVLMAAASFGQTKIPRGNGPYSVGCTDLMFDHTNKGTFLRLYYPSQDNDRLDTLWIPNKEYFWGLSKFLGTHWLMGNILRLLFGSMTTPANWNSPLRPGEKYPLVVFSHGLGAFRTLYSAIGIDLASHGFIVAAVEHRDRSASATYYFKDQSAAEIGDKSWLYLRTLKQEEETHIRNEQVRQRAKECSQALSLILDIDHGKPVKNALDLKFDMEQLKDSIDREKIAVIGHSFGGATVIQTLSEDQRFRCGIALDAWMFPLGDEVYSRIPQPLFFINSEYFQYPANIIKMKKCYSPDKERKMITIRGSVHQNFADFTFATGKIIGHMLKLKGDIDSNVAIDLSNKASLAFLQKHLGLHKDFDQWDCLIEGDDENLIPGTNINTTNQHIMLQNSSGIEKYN
PAFAH1B2 FP inh: inhibitors of human PAFAH1B2; P68402; recombinant PAFAH1B2, FP-rhodamine activity probe, fluorescence polarization; inhibition, % at 3.39 µM; hit rate 1.2% among 340,000;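 active = inhibition above the mean of all tested compounds plus 3 SD, cut at about 24% in these data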;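 note: 0% = enzyme with DMSO and 100% = wells lacking PAFAH1B2; many of its hits are not listed in these tables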
Active calls of the source: *; nt = not tested or not shown. An excerpt; count on the stated rates, not on these rows.

SMILES	GSTO1 inh	PAD4 inh	Fam108B counter	PAFAH1B3 FP inh	LYPLA1 inh	PME-1 inh	PAFAH2 inh	pPAFAH FP inh	PAFAH1B2 FP inh
O=C(Nc1ccccc1)c1ccc(-c2ccccc2Cl)o1	-3	-3	-3	2	-11	-23	1	-8	-1
CN(C)S(=O)(=O)c1cccc(NC(=S)N/N=C/C2CC=CCC2)c1 (centres undefined)	0	1	3	0	-2	-3	0	1	0
COc1ccc2sc(N(CCCN(C)C)C(=O)c3ccc(S(=O)(=O)N4CCCC4)cc3)nc2c1	1	-1	1	0	-1	-2	2	-7	3
C[C@@H]1CCC[C@H](C)N1NC(=O)c1ccc(Cl)c(S(N)(=O)=O)c1	-2	-2	1	13	1	-8	4	3	-2
C=CCSc1nccc(-c2cc(Cl)sc2Cl)n1	-11	-10	-7	6	-2	-5	0	-3	3
O=C(CSc1nnc(CNC(=O)c2c(F)cccc2Cl)o1)NCc1ccc(F)cc1	1	1	5	5	3	6	1	-4	-3
COc1ccc(-c2cc(C(F)F)n3ncc(C(=O)N4CCN5CCCC5C4)c3n2)cc1 (centres undefined)	-3	-4	2	7	3	-3	2	2	1
O=C(Nc1ccc(N2CCCC2)cc1)c1ccccc1[N+](=O)[O-]	12	1	5	8	-1	1	8	11	3
CCc1ccccc1NC(=O)NNS(=O)(=O)c1cc(C)ccc1C	0	4	0	6	-3	4	-4	2	-1
CCC(C(=O)OCC(=O)Nc1cc(OC)ccc1OC)c1ccccc1 (centres undefined)	-3	-1	-10	3	-1	5	-4	7	-1
N#C/C(=C\c1ccncc1)C(N)=O	1	-4	-1	4	-2	0	-3	-2	-1
CCSc1nc2ccccc2n1C(=O)/C=C/c1ccc(OC)c(OC)c1	7	0	1	8	-1	5	5	-4	4
Cc1cc2nc(CCN(Cc3cccnc3)C(=S)Nc3ccccc3)[nH]c2cc1C	6	1	3	-3	-4	-4	6	-3	5
CCc1nc(SCc2ccc(OC)cc2)n[nH]1	0	5	-1	-5	0	-2	-2	3	4
CCN(CC(=O)Nc1ccc(OC)cc1)CC(=O)Nc1ccc2c(c1)OCO2	nt	1	nt	0	0	3	-1	-1	3
COc1cc(N=Nc2c(O)c3ccccc3[nH]c2=O)c(OC)cc1N=Nc1ccccc1	-4	0	-3	2	4	10	2	5	1
CCOC(=O)c1ccc(NC(=O)N2CCN(c3ccccn3)CC2)cc1	-4	6	-6	4	0	1	-5	3	0
O=C(COc1c(F)c(F)cc(F)c1F)NC(=O)NC1CCCC1	0	-6	-1	-1	1	-2	1	-2	11
CC(C)c1ccc2c(c1)[C@H]1OCC[C@H]1[C@@H](c1cccs1)N2	2	-6	0	-3	0	0	5	3	3
Cc1cc(C(=O)COC(=O)[C@H](C)NC(=O)c2ccco2)c(C)n1Cc1ccco1	1	-5	2	9	-2	-3	-1	0	1
O=C(Nc1cc(C(F)(F)F)ccc1-n1cncn1)c1ccc(Br)cc1	-7	2	-1	8	1	-3	7	7	5
C=CCn1c(SCC(=O)c2ccc(O)c(O)c2)nnc1-c1ccccc1OC	41*	6	2	13	-2	2	22	27*	7
O=c1cnn(Cc2ccc(F)cc2)c2ccccc12	6	-2	-1	-4	-1	-2	-2	1	1
O=C1OCC2=C1C(c1ccc(F)cc1)CC(=O)N2c1ccc(F)cc1 (centres undefined)	1	0	-1	6	-1	-5	-2	4	3
COc1ccc(/C=N/n2cnn(Cc3ccccc3Cl)c2=S)cc1OC	-14	-8	-5	15	-1	-2	-8	-7	2
O=C(OCC1OC2OC3(CCCCC3)OC2C2OC3(CCCCC3)OC12)c1ccccc1 (centres undefined)	-3	-1	-4	4	2	1	1	-2	-1
C/C(=N\NC(=O)CCc1ccccc1)C1C(=O)c2ccccc2C1=O	5	0	-2	22	-2	3	16	12	7
COc1ccc(O)c(/C=N/NC(=S)Nc2cccc(S(=O)(=O)N(C)C)c2)c1	-20	-1	37*	21	-4	53*	26	11	5
CCSc1nnc(NC(=O)CCc2ccccc2)s1	-1	4	-3	0	0	-3	4	2	5
CCOC(=O)/C=C(\C)N1N=C(c2ccccc2)CC1c1ccccc1 (centres undefined)	6	-6	0	0	-4	-5	-1	6	3
C=CCSc1nnc(NC(=O)c2ccc(N3CCCC3=O)cc2)s1	nt	3	nt	11	-5	1	3	1	0
OC(CNCC1COc2ccccc2O1)COc1ccc(Cl)cc1 (centres undefined)	-1	-2	2	6	1	1	4	1	8
CC(=O)c1nnn(-c2ccccc2C#N)c1C	-1	3	2	10	1	-6	0	-4	-4
C=CC[C@H](CC(=O)N[C@H](CO)Cc1ccccc1)C(=O)N[C@@H](COC(=O)[C@H](CC=C)CC(=O)OC(C)(C)C)Cc1c[nH]c2ccccc12	nt	5	nt	-12	nt	nt	9	4	-2
O=C(CC(SCCO)c1ccc([N+](=O)[O-])cc1)c1ccco1 (centres undefined)	-9	-1	1	-4	-1	-2	6	3	4
COc1ccc(-c2nnc(SCC(=O)Nc3cc(F)ccc3C)o2)cc1	-3	1	-3	6	0	0	-5	-1	-1
Clc1ccc(-c2nc(-c3cnccn3)no2)cc1	-9	0	0	nt	-1	7	nt	1	nt
O=C(c1c(F)cccc1F)N1CCCC(c2nc(-c3ccc(Cl)cc3)no2)C1 (centres undefined)	3	-1	2	4	-6	7	2	9	5
CCc1ccccc1NC(=O)C1CCN(C(=O)c2cccs2)CC1	-3	-1	3	-5	3	4	-1	8	1
CC(C)(C)OC(=O)NCCCC1=CC2=CC(=O)C(C)(OC(=O)c3ccc(Cl)nc3)C(=O)C2=CO1 (centres undefined)	22	25*	7	nt	18*	25	nt	40*	nt
CC(C)c1ccc(N2C(=O)CSC23C(=O)N2CCCc4cccc3c42)cc1 (centres undefined)	5	15*	-3	3	1	4	7	5	2
CN1CCN(CCCNC(=O)CN2C(=O)COc3ccccc32)CC1	2	-4	-1	7	0	-5	3	1	0
COc1cc(C#Cc2c(-c3cncn3C)n(C)c3ccc(-c4cnc(N5CCOCC5)nc4)cc23)cc(OC)c1	nt	0	nt	14	nt	nt	1	9	-4
O=C(NCCS(=O)(=O)N1CCN(c2ccccc2F)CC1)c1ccc(Br)o1	1	0	-1	6	1	4	-1	6	6
CSc1nnc(N2C(=O)C(O)=C(C(=O)c3ccco3)C2c2ccccc2)s1 (centres undefined)	1	-12	4	6	-1	3	8	1	-7
C/C(=C1/SC(=S)N(CCC(=O)O)C1=O)c1ccc(O)cc1	-1	-17	-8	2	-3	-9	11	-5	-2
COC(=O)C(=C/C(C)=C/c1cccs1)C(=O)OC	-7	0	0	0	-2	-4	-2	3	1
COc1ccc(S(=O)(=O)N(C)C)cc1NC(=O)[C@H](Cc1ccccc1)N1C(=O)c2ccccc2C1=O	1	0	-5	0	-2	-3	3	9	0

Exported field by field: entries from further up
C=CCn1c(SCC(=O)c2ccc(O)c(O)c2)nnc1-c1ccccc1OC
  GSTO1 inh: 41*
  PAD4 inh: 6
  Fam108B counter: 2
  PAFAH1B3 FP inh: 13
  LYPLA1 inh: -2
  PME-1 inh: 2
  PAFAH2 inh: 22
  pPAFAH FP inh: 27*
  PAFAH1B2 FP inh: 7
O=c1cnn(Cc2ccc(F)cc2)c2ccccc12
  GSTO1 inh: 6
  PAD4 inh: -2
  Fam108B counter: -1
  PAFAH1B3 FP inh: -4
  LYPLA1 inh: -1
  PME-1 inh: -2
  PAFAH2 inh: -2
  pPAFAH FP inh: 1
  PAFAH1B2 FP inh: 1

Other compounds follow:
SMILES	GSTO1 inh	PAD4 inh	Fam108B counter	PAFAH1B3 FP inh	LYPLA1 inh	PME-1 inh	PAFAH2 inh	pPAFAH FP inh	PAFAH1B2 FP inh
CC(=O)Nc1ccc(-c2nnc(SCc3c(C)cc(C)cc3C)n2C)cc1	-2	-1	2	6	-6	2	20	4	1
O=C(NNC(=O)C1CC=CCC1)c1ccccc1Br (centres undefined)	2	0	0	3	-1	0	3	6	8
Cc1ccc2c(CC(=O)N3CCc4ccccc43)coc2c1	0	-7	-4	0	-2	-1	7	8	0
CN(C)c1cccc(C(=O)NCc2ccc(Cl)cc2)c1	-3	-2	0	1	-3	-4	8	-1	1
CC(C)CC(=O)N1CCN(S(=O)(=O)c2ccc(C3CCCCC3)cc2)CC1	nt	0	nt	-4	2	1	-1	3	2
CCc1ccc(S(=O)(=O)NC(=S)Nc2ccccc2)cc1	0	-2	0	13	3	1	5	2	2
CC[C@@]12C(=O)N(c3cccc(F)c3)C(=O)N1[C@H](c1cccc(C)c1)[C@@H]1C(=O)N(Cc3ccccc3)C(=O)[C@@H]12	4	-1	2	3	0	0	-5	0	5
COc1ccc(C(=O)N2CCN(c3ccccn3)CC2)cc1	1	4	-1	2	2	-3	-4	1	1
O=C(Nc1ccc2nc3n(c(=O)c2c1)CCCCC3)c1cc([N+](=O)[O-])ccc1F	-26	-10	-3	5	1	-5	7	0	5
O=C(CNC(=O)c1nc[nH]c1C(=O)N1CCN(c2ccccc2)CC1)OCc1ccccc1	-1	0	4	3	0	2	4	14	7
CCN(CC)C(=O)CSc1nnc([C@H](Cc2c[nH]c3ccccc23)NC(=O)OC(C)(C)C)o1	10	-1	2	6	-3	4	3	-1	-3
Cc1ccc(C(=O)c2ccccc2C(=O)O)s1	1	1	-1	9	2	-3	0	5	7
Cc1c(NC(=O)Cn2nc(C(=O)O)c3ccccc3c2=O)c(=O)n(-c2ccccc2)n1C	1	-2	-1	3	5	0	0	4	-2
CSCCC(NS(=O)(=O)c1ccccc1F)C(=O)Nc1ccncc1 (centres undefined)	nt	-3	nt	1	-1	-1	6	2	9
Cn1nc(C(F)(F)F)cc1Oc1ncc(C(F)(F)F)cc1Cl	-1	-1	-2	5	-4	3	-4	3	1
C#CCOC(=O)C[N+](C)(C)CC#Cc1ccccc1	3	-2	1	9	3	-1	10	-7	-5
COc1cccc2oc3ccc(C#Cc4ccccn4)cc3c(=O)c12	-18	5	-2	7	-6	-9	-9	-9	7
COCC(=O)N[C@@H]1c2cc(OC)c(OC)cc2C[C@H]1OCc1ccccc1	nt	4	nt	7	nt	nt	-5	4	2
COc1ccc(/C=N/Nc2nc3ccccc3[nH]2)cc1OC	4	0	8	11	8	-88	-3	4	3
C=CCOc1ccc(/C=C/C(=O)OCC(=O)NC2CCCCCC2)cc1	2	3	-5	3	4	5	77*	12	-7
CC(=O)NC(CCS(C)(=O)=O)C(=O)Nc1c(F)cccc1F (centres undefined)	6	-2	-1	4	-1	-5	8	2	-6
c1cncc(-c2cn(C[C@H]3CC[C@@H]([C@@H]4CC[C@H](Cn5cc(-c6cccnc6)nn5)O4)O3)nn2)c1	6	2	1	-3	1	2	-2	1	6
Cc1cc(C)c(C(=O)c2ccc(C(=O)N(C(C)C)C(C)C)cc2)c(C)c1	0	3	2	-2	3	6	3	10	8
COc1ccc(OC)c(C(c2nnnn2Cc2ccccc2)N2CCN(C)CC2)c1 (centres undefined)	-4	-9	-7	1	0	-9	-3	-6	10
CCOC(=O)c1nnsc1Nc1ccc(C)c(C)c1	7	-3	2	7	1	-1	2	2	6
Cc1ccc(Cn2ncc3c(N4CCN(Cc5ccc(Cl)cc5)CC4)ncnc32)cc1	0	-1	-2	4	-4	-2	0	2	10
Cc1ccc(-c2nn(-c3ccccc3)cc2C(=O)NCCCN2CCCC2=O)cc1	7	2	0	3	-1	8	-9	5	6
CCOC(=O)C1(Cc2cccc(Cl)c2)CCCN(C(=O)c2cc(C)n(C)n2)C1 (centres undefined)	1	3	-4	5	0	3	2	5	0
